iPSC survival up: enhancers of single-cell hiPSC survival, primary screen, ATPlite luminescence | AID 602274, 2012 | survival enhancement, % at 20 µM | 100% = ROCK inhibitor wells, 0% = DMSO | 0.044% of 360,000 active; in the data active means survival enhancement above about 18%;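 further: cells exposed to compounds for 16 hours before the ATP read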
MC4R antag cAMP: MC4R antagonists of cAMP signaling, primary screen, cell-based, TR-FRET, antagonist arm of biased-ligand search; Melanocortin receptor 4 (Homo sapiens), P32245; MC4R-expressing cells, MTII-stimulated cAMP, LANCE TR-FRET; inhibition, % at 6.5 µM; 0.48% of 360,000 active;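 active means inhibition above its plate's cutoff, the mean of tested wells on that plate plus 3 SD, cut at about 29% in these data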;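 further: 0% = Melanotan II alone and 100% = Melanotan II plus saturating MCL0020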
Target sequence (P32245 whole entry, looked up): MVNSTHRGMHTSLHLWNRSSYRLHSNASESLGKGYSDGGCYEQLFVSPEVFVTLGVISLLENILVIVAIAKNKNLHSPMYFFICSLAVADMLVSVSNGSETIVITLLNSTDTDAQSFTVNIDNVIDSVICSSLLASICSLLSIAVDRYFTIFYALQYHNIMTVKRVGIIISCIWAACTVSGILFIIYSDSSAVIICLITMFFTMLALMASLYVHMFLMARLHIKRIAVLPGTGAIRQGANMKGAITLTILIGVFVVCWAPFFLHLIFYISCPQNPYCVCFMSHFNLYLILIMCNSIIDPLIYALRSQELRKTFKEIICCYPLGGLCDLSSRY
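System: U2OS cells stably expressing human melanocortin 4 receptor (MC4R). Reagent: Melanotan II challenge after compound preincubation. Doses: 6.5 µM. Times: 30-min compound, 1-h challenge, 1-h detection, room temperature. Measured by: TR-FRET with Eu-cAMP and labeled anti-cAMP, 671 nm. Replicates: singlicate.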
MC4R ag barr: MC4R agonists recruiting beta-arrestin, primary screen, cell-based, luminescence, agonist arm of biased-ligand search; U2OS MC4R beta-arrestin complementation; percent of melanotan II response, DMSO zero; activation, % at 8.9 µM; 0.98% of 360,000 active;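 active means activation above a per-plate cutoff, the mean activation of sample wells on that plate plus 3 SD, cut at about 8% in these data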
ABCB6 inh 2: ABCB6 transporter inhibitors, primary screen, K562-ABCB6 cells, flow cytometry, MLPCN library. ATP-binding cassette sub-family B member 6 (Homo sapiens), Q9NP58. K562-ABCB6 porphyrin accumulation, 1 h; hits give low values. fluorescence ratio to DMSO, % at 10 µM. 0.19% of 360,000 active. AID 602162, 2011;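 active means fluorescence ratio to DMSO below 75%, the collection mean minus 3 SD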;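 further: signal is porphyrin accumulated inside mitochondria; 100% equals median channel fluorescence of DMSO control wells; lower ratio means ABCB6 inhibition with less porphyrin fluorescence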
Cardio protect: cardioprotection against H2O2-induced cell death, primary screen, uHTS, H9c2 cells, ATPLite luminescence; protection from H2O2 cell death, % at 20 µM; H9c2 cardiomyocytes, H2O2 injury protection, 2 h; AID 588492, 2011; 0.63% of 360,000 active;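 active means compounds giving at least 50% protection of heart cells from peroxide-induced death in the single-dose screen, raw or plate-pattern-corrected value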;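 further: 0% = DMSO wells with peroxide and 100% = DMSO wells without peroxide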
HTR2A ag: mouse Htr2a agonists via beta-arrestin recruitment, primary screen, cell-based, luminescence; 5-hydroxytryptamine receptor 2A (Mus musculus), P35363; CHO-K1 mHTR2A beta-arrestin complementation; percent of 30 µM serotonin response; activation, % at 7.6 µM; 0.66% of 360,000 active;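 active means activation above a run cutoff, the mean activation of all tested compounds plus 3 SD, cut at about 14% in these data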;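 further: 0% = plate median of compound wells and 100% = 30 µM serotonin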
Target sequence (P35363 whole entry, looked up): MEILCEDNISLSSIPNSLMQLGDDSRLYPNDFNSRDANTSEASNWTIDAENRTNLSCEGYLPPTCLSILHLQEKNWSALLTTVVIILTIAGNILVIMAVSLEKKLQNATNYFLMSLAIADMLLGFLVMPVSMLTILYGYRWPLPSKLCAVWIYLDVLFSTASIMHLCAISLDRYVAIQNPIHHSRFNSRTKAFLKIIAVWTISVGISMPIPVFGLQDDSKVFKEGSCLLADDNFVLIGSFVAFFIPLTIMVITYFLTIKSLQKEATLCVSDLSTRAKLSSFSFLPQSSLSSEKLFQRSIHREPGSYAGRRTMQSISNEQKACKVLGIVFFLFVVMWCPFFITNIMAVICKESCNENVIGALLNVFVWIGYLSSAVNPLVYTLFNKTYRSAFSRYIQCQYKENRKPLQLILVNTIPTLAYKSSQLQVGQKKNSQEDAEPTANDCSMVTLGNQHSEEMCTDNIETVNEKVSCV
Glyco luc inh: increase of ERlucT glycosylation luciferase signal, primary screen, N-linked glycosylation inhibitor project, D54 ERlucT cells, luminescence, set 2; D54 ERlucT glycosylation luciferase reporter, 24 h; percent of 100 nM tunicamycin response; AID 588692, 2011; reporter increase, % at 12.5 µM; 0.23% of 360,000 active;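 active means mean luciferase reporter signal, scaled so untreated is 0 and the glycosylation-blocking control 100, at or above a set limit in every replicate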;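 further: luciferase carries N-glycosylation sites so blocking glycosylation raises the light; 0% = median of neutral control wells and 100% = median of 100 nM tunicamycin wells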
aDG glyco up: activators of alpha-DG glycosylation, primary screen, uHTS, Pro5-aDG cells, AlphaScreen. alpha-DG glycosylation AlphaScreen (IIH6); 0% Pro5, 100% B10-LARGE cell signal. activation, % at 10 µM. 0.22% of 360,000 active. AID 624168, 2012;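 active means activation of at least 8% versus controls, or a plate z-score of at least 8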;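 further: Pro5 are CHO cells carrying HIG-tagged alpha-DG that lacks glycosylation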
ABHD5 PLIN5 PPI: ABHD5-PLIN5 interaction inhibitors, primary screen, cell lysate, split luciferase complementation, luminescence; Split G. princeps luciferase complementation, 4 h; inhibition, % at 4 µM; 0.78% of 360,000 active; AID 602281, 2012;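 active means inhibition above the mean inhibition across every tested compound plus 3 SD, cut at about 22% in these data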;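 further: 0% = DMSO only wells and the 100% control is not disclosed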
Exocytosis inh: LAMP-1 surface exposure blockers, TALL-104 cells – cell-based, flow cytometry, MLPCN library, primary screen. TALL-104 LAMP-1 surface exposure; cells stimulated with thapsigargin and PMA. inhibition, % at 10 µM. 0.66% of 360,000 active. AID 651702, 2012;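 active means inhibition above about 55%, limit read from the data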
Active calls of the source: *; . = no result given.

molecule,iPSC survival up,MC4R antag cAMP,MC4R ag barr,ABCB6 inh 2,Cardio protect,HTR2A ag,Glyco luc inh,aDG glyco up,ABHD5 PLIN5 PPI,Exocytosis inh
CCOc1ccc(C(=O)CCC(=O)NNC(=O)CCN2CCN(c3ccccc3)CC2)cc1,-0.5,8,-1.1,100,2,9,2,2.6,10,5
Cc1cccc(NC(=O)c2cccc(OC(=S)N3CCOCC3)c2)c1C,-0.4,2,-2.4,100,0,-3,-1,-0.2,6,0
Clc1cccc(CSC2=NCCCN2)c1,.,-1,-0.4,96,.,13,3,.,-6,6
COc1cc(/C=C/c2nc3ccccc3c(=O)[nH]2)ccc1OC(F)F,-0.4,-4,0.1,103,-15,0,-2,0.1,5,-11
COc1cccc(C(=O)Nc2ccc(C(=O)O)cc2)c1,5.1,3,-0.8,103,2,-4,-4,-0.2,6,-1
COc1cc(CNCC(O)c2ccccc2)ccc1OCc1ccc(Cl)nc1 (stereo not drawn),1.4,-3,0.1,103,4,-5,-2,0.1,3,-1
CC(C)N1CCc2c(sc(NC(=O)c3ccc(C(=O)c4ccccc4)cc3)c2C(N)=O)C1,-0.6,5,-4.9,100,-14,-5,-9,1.9,9,5
NS(=O)(=O)c1ccc(-c2ccc(/C=C3\SC(=S)N(C4CCS(=O)(=O)C4)C3=O)o2)cc1 (stereo not drawn),-0.6,4,-1.6,127,14,-3,-4,0.0,1,16
O=C1c2ccccc2C(=O)N1CCC(c1ccc(F)cc1)c1ccco1 (stereo not drawn),5.4,16,0.9,101,16,-2,1,-0.4,9,-1
CN(C)CCCNc1nc2cc(-c3cnn(C)c3)sc2c(=O)n1C,2.6,-2,-1.1,92,2,-2,3,-0.3,3,26

Next part:
molecule,iPSC survival up,MC4R antag cAMP,MC4R ag barr,ABCB6 inh 2,Cardio protect,HTR2A ag,Glyco luc inh,aDG glyco up,ABHD5 PLIN5 PPI,Exocytosis inh
COC(=O)c1ccc2c(c1)NC(=O)C(N1CCOCC1)S2 (stereo not drawn),0.2,4,-1.9,94,0,2,2,-0.1,4,0
Cc1ccc(S(=O)(=O)CCC(=O)c2ccc(F)cc2)cc1,0.1,19,-3.1,103,-18,-1,1,1.7,16,39
COc1ccc(-c2cc(C(=O)N3CCCCCC3)no2)cc1,-0.2,10,2.5,98,-7,5,-11,0.0,-5,-10
Cc1cccc(C)c1NC(=O)CN(C)C(=O)c1ccc2c(=O)n3c(nc2c1)CCC3,1.1,6,-0.6,92,5,-9,0,-0.3,8,-4
COc1cc(C(=O)NCCN2C(=O)S/C(=C\c3cccs3)C2=O)cc(OC)c1OC,2.0,10,-2.5,98,22,0,4,-0.3,-5,-5
O=S(=O)(c1ccccc1)c1nc(Nc2ccccc2N2CCOCC2)sc1Cl,-0.6,9,-1.4,96,1,-2,-3,0.2,2,2
CC(C)(C)OC(=O)NNC(=S)NCc1ccc(Cl)cc1,-5.4,4,1.0,93,-1,1,3,0.0,1,-1
Nc1ccn([C@@H]2O[C@H](C(=O)NCCc3ccc(F)cc3)[C@@H](O)[C@H]2O)c(=O)n1,4.1,.,.,93,4,-1,3,-0.1,6,2
Cc1cc([N+](=O)[O-])nn1CCCC(=O)N1CCN(c2ccccc2)CC1,-1.5,18,6.1,94,2,1,-1,0.6,1,-1
CSc1ccc(S(=O)(=O)NCC(=O)OCC(=O)N2CCCC2=O)cc1[N+](=O)[O-],-0.2,9,3.1,97,-20,-4,-1,-0.1,-1,33

Following part:
molecule,iPSC survival up,MC4R antag cAMP,MC4R ag barr,ABCB6 inh 2,Cardio protect,HTR2A ag,Glyco luc inh,aDG glyco up,ABHD5 PLIN5 PPI,Exocytosis inh
CN1CCN(c2ccc(CNS(=O)(=O)c3ccc(F)cc3Cl)cc2)CC1,-0.3,0,1.2,97,2,-1,-1,0.0,5,-4
CCCCn1cc2c(c1-c1cccc(C)c1)c(=O)n(C)c(=O)n2C,-0.6,2,-1.0,97,0,9,-1,0.1,3,-5
Nc1ccc(-c2cc(N)n(-c3ccccc3)n2)cc1,7.2,3,-0.8,102,-2,7,-1,-0.1,-17,-1
Cn1c(NCCO)nc2c1c(=O)n(Cc1cccc(Cl)c1)c(=O)n2C,-0.7,-3,-0.9,100,16,0,5,0.1,1,27
COc1cccc(NC(=O)C(OC(=O)c2cnc(C)cn2)c2ccccc2)c1 (stereo not drawn),0.3,-4,-1.5,102,2,-8,1,0.0,-8,0
CSc1ccc(CNC(C)(C)CO)cc1,-0.7,-1,-2.5,94,-1,-3,-1,0.0,-3,4
COc1cc(NC(=O)CN2C(=O)c3ccccc3S2(=O)=O)c(OC)cc1Cl,2.4,1,-1.0,94,6,-5,1,-0.2,7,-2
C[C@@H]1CN([C@@H](C)CO)C(=O)c2cc(Br)cnc2O[C@H]1CN(C)C(=O)Cc1ccccn1,1.1,9,1.5,109,2,-1,0,0.1,2,-4
Cc1ccc(S(=O)(=O)N2CCOCC2)cc1NC(=O)COC(=O)c1cc[n+]([O-])cc1,-0.1,6,-0.3,95,0,1,0,0.5,6,-2
CC/C(C)=N/Oc1nc(C)cc(C)n1,1.3,6,-1.4,93,2,1,3,0.1,-4,0

Remaining list, next part
molecule,iPSC survival up,MC4R antag cAMP,MC4R ag barr,ABCB6 inh 2,Cardio protect,HTR2A ag,Glyco luc inh,aDG glyco up,ABHD5 PLIN5 PPI,Exocytosis inh
CC(Cc1ccccc1)C(=O)Nc1ccccc1 (stereo not drawn),0.6,1,-0.3,104,-4,9,-2,0.0,3,-2
C#CCNC(=O)c1cc2c(Br)ccc(Br)c2nc1N,-0.7,.,.,96,.,-4,.,0.1,0,-7
CC(C)(C)NCC(O)COCc1ccc(Cl)cc1 (stereo not drawn),2.9,1,0.1,91,14,2,-2,0.0,4,0
Fc1ccccc1Cn1nnc2c(NCc3ccccn3)ncnc21,-2.0,5,-1.3,88,22,3,-2,-0.1,-5,0
CCCC(C)NC(=O)c1cc(C(=O)OC)cc([N+](=O)[O-])c1 (stereo not drawn),4.9,4,1.9,99,2,-1,2,0.1,4,-3
CCOC(=O)c1cc(-c2ccc(Cl)cc2)nc2c1c(=O)[nH]c(=O)n2CCOC,4.1,2,-3.2,97,3,1,3,-0.5,1,4
O=C(CSc1ccc2c(c1)OCCO2)Nc1cccnc1,-1.5,-4,-3.7,93,-26,-1,0,-0.1,-7,0
CCC1(CC)NC(=O)N(CC(=O)OCC(=O)Nc2ccc(C(F)(F)F)cc2)C1=O,-1.2,4,-1.1,103,5,3,1,-0.1,5,-3
Oc1ccc(-c2csc(Nc3ccccn3)n2)c(O)c1,-0.2,2,0.8,99,-12,2,-6,0.1,-21,16
CC(=O)OCC1OC(Nc2cccc(C)c2)C(OC(C)=O)C(OC(C)=O)C1OC(C)=O (stereo not drawn),-1.8,18,0.5,98,8,5,0,0.0,2,8

Single records, as listed above. Order of screens: iPSC survival up, MC4R antag cAMP, MC4R ag barr, ABCB6 inh 2, Cardio protect, HTR2A ag, Glyco luc inh, aDG glyco up, ABHD5 PLIN5 PPI, Exocytosis inh
Cc1ccc(S(=O)(=O)CCC(=O)c2ccc(F)cc2)cc1 across the screens: 0.1, 19, -3.1, 103, -18, -1, 1, 1.7, 16, 39
C#CCNC(=O)c1cc2c(Br)ccc(Br)c2nc1N across the screens: -0.7, ., ., 96, ., -4, ., 0.1, 0, -7

(listing goes on)
molecule,iPSC survival up,MC4R antag cAMP,MC4R ag barr,ABCB6 inh 2,Cardio protect,HTR2A ag,Glyco luc inh,aDG glyco up,ABHD5 PLIN5 PPI,Exocytosis inh
O=C(COC(=O)c1ccc(Br)o1)NCC1CCCO1 (stereo not drawn),-1.4,13,0.2,103,-3,3,-1,0.1,-5,-5
O=C(Cn1ncc2c3ccccc3n(Cc3ccccc3)c2c1=O)NCCCN1CCCC1=O,-0.1,0,-1.5,101,3,6,2,0.2,9,2
COc1ccc(-n2c(C)cc(C(=O)CSc3nnc(-c4ccoc4C)n3C)c2C)cc1,1.4,-6,-1.3,94,6,-5,-1,0.1,3,-2
COc1cccc(C(C(=O)NC2CCCC2)N(C(=O)c2ccco2)c2ccccc2)c1OC (stereo not drawn),-0.3,0,-0.4,89,5,-4,-2,0.1,-12,-7
CCOC(=O)c1c(NC(=O)CN2CCOCC2)sc2c1CC(C)(C)OC2,-1.6,1,-0.2,96,1,4,2,-0.2,-5,0
CCOc1ccc(CC(=O)NC2CCN(Cc3ccccc3)CC2)cc1,-0.5,0,-1.9,100,-6,-2,-2,0.1,-2,3
CCN(Cc1nc2cc(Cl)ccc2c(=O)[nH]1)C(=O)COc1ccccc1Cc1ccccc1,-0.4,2,3.9,98,-7,1,-1,0.4,-4,0
CC(C)n1c(SCC(=O)Nc2ccccc2N2CCCCC2)nc2c1c(=O)n(C)c(=O)n2C,0.0,-3,-0.3,95,9,-2,-5,0.1,0,1
O=C(Nc1ccc([N+](=O)[O-])cc1)OC1CCS(=O)(=O)C1 (stereo not drawn),0.0,.,.,100,.,4,.,-0.2,2,-15
Cc1c(OCC(=O)NCCN2CCOCC2)ccc2c3c(c(=O)oc12)CCC3,-0.6,-2,-0.8,98,-3,5,1,0.0,4,-5
O=C(Nc1ccc(Cl)c([N+](=O)[O-])c1)c1ccco1,-0.6,2,-0.3,101,-1,2,0,0.1,6,-2
CCOc1ccc2nc(COC(=O)c3cccs3)c(C(=O)c3ccccc3)[n+]([O-])c2c1,-1.1,0,-1.4,94,-2,-1,-2,-0.3,2,3
COc1ccccc1CCNC(=O)CCn1c(=O)oc2ccccc21,-1.0,8,-0.8,95,-3,7,0,-0.3,7,-1
